Screening data as filed in PubChem BioAssay.
Bim-Bcl-W: disrupts Bim peptide binding to human Bcl-W; AID 952; 190,000 compounds, 0.02% hits; bead-based flow cytometry; Q92843; inhibition, % at 10 µM;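 also: 0% = bound tracer without compound and 100% = peptide blocker; higher means less fluorescent Bim peptide bound to Bcl-W beads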
Target sequence (Q92843 whole entry, looked up): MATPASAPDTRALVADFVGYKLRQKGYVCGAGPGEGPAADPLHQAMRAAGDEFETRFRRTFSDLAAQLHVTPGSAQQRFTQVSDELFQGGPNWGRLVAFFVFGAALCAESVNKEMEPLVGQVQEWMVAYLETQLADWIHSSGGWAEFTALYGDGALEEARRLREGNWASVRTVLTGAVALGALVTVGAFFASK
Bcl-B Bim block: disrupts Bim peptide binding to human Bcl-B. Q9HD36. bead-based flow cytometry. inhibition, % at 10 µM. 190,000 compounds, 0.073% hits. AID 951;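 also: 0% = tracer peptide without compound and 100% = reference inhibitor peptide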
Bim-Bcl-2: disrupts Bim peptide binding to human Bcl-2; inhibition, % at 10 µM; Bead-based flow cytometry, Bim peptide-Bcl-2 binding; 190,000 compounds, 0.06% hits; in the data active = inhibition above about 40%; inconclusive = no clear call, values can overlap the other calls;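 also: 0% = no compound wells with probe peptide and 100% = reference peptide inhibitor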
GSH fluor: compound fluoresces at 488/530 nm on GSH beads; 190,000 compounds, 0.25% hits; GSH beads flow cytometry, compound fluorescence 488/530 nm; hits give high values; fluorescence (KMESF) at 10 µM; in the data active = fluorescence above about 89;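 also: glutathione beads carrying GST-tagged Bcl family fusion proteins plus one bare bead set; values are compound well signal with DMSO vehicle wells as background; inactives centre near 16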
RGS8-Gao: regulators of human RGS8-Galphao interaction. response (percent of control binding), % at 10 µM. multiplexed bead flow cytometry, RGS8-Galphao binding; actives lie on both sides. P09471. AID 1423. 220,000 compounds, 0.34% hits; in the data active = response below about 60% or above about 140%; inactive = in between;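 also: Galphao activated as the GDP aluminium fluoride complex binding bead-coupled RGS8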
Target sequence (P09471 whole entry, looked up): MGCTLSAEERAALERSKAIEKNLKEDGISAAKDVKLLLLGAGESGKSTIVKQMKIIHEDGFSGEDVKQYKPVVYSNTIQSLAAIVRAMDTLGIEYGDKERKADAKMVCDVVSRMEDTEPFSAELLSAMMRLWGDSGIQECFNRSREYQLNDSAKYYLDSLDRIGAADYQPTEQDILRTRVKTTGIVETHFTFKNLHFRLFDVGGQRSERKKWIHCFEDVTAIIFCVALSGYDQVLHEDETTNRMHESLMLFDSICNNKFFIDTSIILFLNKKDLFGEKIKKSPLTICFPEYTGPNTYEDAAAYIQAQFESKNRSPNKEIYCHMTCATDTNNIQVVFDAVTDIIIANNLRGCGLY
Mcl1 Bid PPI: disrupts binding of human Mcl-1 to Bid peptide | inhibition, % at 21.7 µM | AID 1021 | Q07820 | 220,000 compounds, 0.97% hits | TR-FRET Mcl-1/Bid-Dy647 peptide binding, 1536-well;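 active = compounds that cut the binding signal by more than half at the single screening dose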;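 also: His-tagged Mcl-1 with europium anti-His antibody binding Bid BH3 peptide; 0% = Mcl-1 plus peptide wells and 100% = peptide-only wells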
Target sequence (Q07820 whole entry, looked up): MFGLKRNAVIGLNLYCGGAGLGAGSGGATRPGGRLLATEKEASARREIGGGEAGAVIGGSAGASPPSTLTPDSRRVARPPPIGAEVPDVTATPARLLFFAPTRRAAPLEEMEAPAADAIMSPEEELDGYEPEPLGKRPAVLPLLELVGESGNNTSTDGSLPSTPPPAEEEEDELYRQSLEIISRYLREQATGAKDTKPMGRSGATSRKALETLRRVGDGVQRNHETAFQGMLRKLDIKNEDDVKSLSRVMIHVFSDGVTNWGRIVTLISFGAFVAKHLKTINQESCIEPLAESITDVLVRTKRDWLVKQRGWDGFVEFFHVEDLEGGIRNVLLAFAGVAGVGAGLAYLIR
RGS7-Gao: modulates binding of RGS7 to human Galphao; binding response (% of control), % at 10 µM; P09471; 220,000 compounds, 0.35% hits; Multiplexed bead flow cytometry; actives lie on both sides; in the data active = binding response below about 49% or above about 150%; inconclusive = no clear call, values can overlap the other calls; inactive = in between;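 also: fluorescent Galphao held in activated GDP-AlF4 state binding bead-coupled RGS7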
Bfl-1 Bim block: disrupts Bim binding to human Bfl-1; Q16548; Bead-based flow cytometry, Bim-Bfl-1 binding inhibition; inhibition, % at 10 µM; 190,000 compounds, 0.12% hits; AID 1008;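 also: 0% = wells without compound plus tracer and 100% = blocker peptide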
Bim-Mcl-1: inhibitors of Bim-Mcl-1 interaction, human | 190,000 compounds, 0.1% hits | inhibition, % at 10 µM | AID 1009 | Bead-based flow cytometry, Bim peptide-Mcl-1 binding | Q07820;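 also: 0% = no compound tracer wells and 100% = peptide blocker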
Bim-Bcl-XL: disrupts Bim peptide binding to human Bcl-XL; Q07817; bead flow cytometry, fluorescence; inhibition, % at 10 µM; 190,000 compounds, 0.04% hits; AID 1007
RGS4-Gao reg: modulates binding of RGS4 to human Galphao. binding response (% of control), % at 10 µM. P09471. Multiplexed bead flow cytometry; actives lie on both sides. 220,000 compounds, 0.33% hits; in the data active = binding response below about 49% or above about 150%; inactive = in between;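 also: fluorescent Galphao activated with aluminum fluoride binding bead-coupled RGS4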
An asterisk follows results filed as active; ? = inconclusive. Rule as the data show it, unless noted: active = inhibition above about 40%. Random draw from the library. Share with any hit: about 1.8%.

#	smiles	Bim-Bcl-W	Bcl-B Bim block	Bim-Bcl-2	GSH fluor	RGS8-Gao	Mcl1 Bid PPI	RGS7-Gao	Bfl-1 Bim block	Bim-Mcl-1	Bim-Bcl-XL	RGS4-Gao reg
1	O=Nc1c2ccc[nH]c-2c2ccc([N+](=O)[O-])cc12	0	0	-1	25	98	-5	93	-2	-1	0	96
2	O=C(Oc1ccc(N(Cc2cccs2)C2=NS(=O)(=O)c3ccccc32)cc1)c1ccccc1	1	-12	-10	33	96	2	95	-11	0	-5	96
3	COc1ccc2c(c1)C1=C(CC2)C(c2ccc(C)cc2)NC(=S)N1 (stereo not drawn)	0	-10	0	18	92	-19	95	6	2	-2	97
4	O=C(O)c1ccc(-c2ccccc2)[nH]1	3	0	1	27	95	-66	95	-7	3	-3	93
5	CCOC(=O)c1ccc2c(c1)n(CC)c(/C=C/N(C)c1ccccc1)[n+]2CC	0	-5	-2	4	103	-23	103	0	-2	-2	101
6	Cc1ccc(NC(=O)CN2C(=O)S/C(=C\c3cc(C)n(-c4ccc(C(=O)O)cc4)c3C)C2=O)cc1	-1	-5	-3	18	100	-40	?	-5	-2	-3	103
7	N#Cc1nc(-c2ccc(OCc3ccccc3)cc2)oc1NCCN1CCOCC1	-4	4	-3	13	103	-15	102	1	-1	-1	102
8	CC(OC(=O)c1cccs1)C(=O)NCc1ccc2c(c1)OCO2 (stereo not drawn)	0	0	-1	50	100	-18	93	-4	1	0	98
9	O=[N+]([O-])c1ccc2cn[nH]c2c1	-2	-4	-1	18	98	-8	93	0	-1	-6	91
10	Cc1cc(C)nc(NC(=NCCc2c[nH]c3ccccc23)NC(=O)Nc2ccccc2)n1	1	-2	-1	10	102	-25	103	-3	2	-1	100
11	Cc1cc(C)n2nc(N)c(N=Nc3cccc(Cl)c3)c2n1	-2	-1	-1	7	98	-26	98	0	0	-1	98
12	CN(C)C(CNC(=O)c1cccc(OC(F)F)c1)c1ccco1 (stereo not drawn)	-2	0	0	7	104	-46	100	0	-2	-1	102
13	COc1ccc(OC)c(/C=C/C(=O)NC2=NCCS2)c1	1	4	0	28	101	10	98	4	0	2	103
14	CC(C)c1ccc2oc(-c3cc(N)ccc3O)nc2c1	0	-7	-3	5	105	-58	104	-3	-1	-6	109
15	Cc1nc2c(n1O)CCC/C2=N\O	-1	-6	-12	43	99	-1	97	-12	-4	-9	96
16	CCOC(=O)C1=C(C)N(C)C(=O)NC1c1cc2c(cc1Br)OCO2 (stereo not drawn)	-1	-6	-1	9	103	-5	102	-1	-3	0	102
17	COc1ccc(CN2CCC(CO)(CCOc3ccccc3)CC2)c(OC)c1C	-7	-5	-2	18	102	-16	103	-3	-6	-8	102
18	CCC(=O)OC1(C#CCOc2ccc(OC)cc2)CCN(C)CC1	4	-7	-4	16	99	53*	95	-9	4	-4	95
19	CC(=O)N1CCC2(CC1)C/C(=N\NC(=S)Nc1ccccc1F)c1cc(O)ccc1O2	-1	-10	2	18	99	-102	101	-1	-1	-4	101
20	CC1CCC/C(=N\NC(=O)Nc2ccccc2)C1 (stereo not drawn)	-4	-6	-7	18	103	-3	102	-13	-8	-9	102
21	O=C(NCC1CCCO1)c1cccnc1NCc1ccc(F)cc1 (stereo not drawn)	-4	-5	-9	10	99	-12	101	-6	-3	-2	100
22	O=C(C1=C(O)C(=O)N(Cc2ccccc2)C1c1ccncc1)c1ccco1 (stereo not drawn)	-1	0	-5	17	103	-11	102	-2	-2	0	102
23	CC(C)(C)NC(=O)COC(=O)c1ccccc1OCC(=O)Nc1ccc(Br)cc1	-2	-4	0	14	102	-13	99	-1	-3	-11	100
24	O=C1OCC=C1NNC(=O)c1cccnc1	0	-5	-3	15	101	-41	?	-6	0	0	101
25	Cc1ccc(S(=O)(=O)n2ccc3cccnc32)cc1	1	-10	-12	8	101	-10	98	-18	-2	-3	99
26	O=C1CNC(=O)N1CC(=O)N1CCCc2ccccc21	0	0	-3	14	99	-1	94	0	-5	-4	96
27	CC(C)(C)NC(=O)C(c1c[nH]c2ccccc12)N(C(=O)Cn1nnc(-c2ccc(Cl)cc2)n1)c1ccccc1F (stereo not drawn)	1	-3	2	4	103	-27	104	0	1	-3	103
28	COc1cccc(C(=O)Nc2cccc(C(=O)NCC(C)C)c2)c1	-4	-9	-2	6	98	-7	110	-2	-4	-6	103
29	Cn1ncc(C#N)c1NC(=O)c1nn2cccnc2c1Cl	-5	0	-4	27	95	-13	93	0	-3	0	91
30	COc1ccc(CN2CCN(c3ccccn3)CC2)cc1OCc1ccccc1	3	-6	-6	42	97	3	113	-10	-2	-11	99
31	COc1ccccc1OCC(=O)Nc1ccc(S(=O)(=O)NC(C)=O)cc1	-3	-8	-7	37	100	-16	97	-15	-2	-7	100
32	CN(C)CCCN(C(=O)c1ccc(S(=O)(=O)N(C)C)cc1)c1nc2ccc(F)cc2s1	-3	-11	-7	11	98	4	97	-8	-3	-4	99
33	COc1ccc2oc(-c3ccccc3)c(C(N)=O)c2c1	-7	-3	5	28	103	1	102	9	-5	-8	105
34	CCC(=O)Nc1cccc(-c2cc3ccccc3oc2=O)c1	-1	-3	-3	17	101	-4	101	-6	-1	-1	104
35	CCOC(=O)c1c(C)[nH]c(C(=O)COC(=O)/C=C/c2cccc(OC)c2OC)c1C	10	-16	10	12	96	-11	100	17	24	28	99
36	COc1cc(C(=O)NCc2nnc(SCC(=O)Nc3cc(C)cc(C)c3)o2)cc(OC)c1OC	0	0	-1	17	101	-15	97	0	0	0	102
37	Cc1ccc(C2=NC3(CCCCCC3)NC2=S)cc1	-4	-10	0	7	70	-1	92	0	-5	-7	92
38	CCOC(=O)C1(CC2CC2)CCN(Cc2cnc(-c3ccc(OC)cc3)nc2)CC1	1	7	5	10	98	3	98	6	8	3	99
39	CCC(=O)Nc1ccc(S(=O)(=O)Nc2cc(C)on2)cc1	0	-8	-9	35	100	-16	103	-17	-2	-7	102
40	O=C(CN1CCN(C(=O)c2c(F)cccc2F)CC1)Nc1ccccc1F	-3	-2	-9	36	100	5	99	-4	-5	-12	99
41	CCOc1ccccc1NC(=O)N1CCCC1C(=O)Nc1nnc(CC)s1 (stereo not drawn)	1	-6	-5	36	102	-1	95	-9	0	-2	97
42	COCCCNC(=O)c1c[nH]c2ccc(S(=O)(=O)N3CCC4(CC3)OCCO4)cc2c1=O	-2	-3	-2	13	98	-25	101	-4	0	-3	105
43	O=C(CSc1nn(-c2ccc(F)cc2)c(=S)s1)NC(=O)NCc1ccco1	-3	-2	-1	19	76	-19	88	1	-1	-2	74
44	COc1ccc(/C(O)=C2/C(=O)C(=O)N(c3ncccn3)C2c2ccc(C(C)(C)C)cc2)cc1 (stereo not drawn)	-1	-1	-3	13	101	-17	98	-2	2	0	99
45	CCc1ccc(CNn2cnnc2SCC(=O)NC(C)(C)C)cc1	4	2	4	24	99	-6	102	4	2	0	102
46	CCS(=O)(=O)N1CCCC(C(=O)NC2CCCCC2C)C1 (stereo not drawn)	3	1	0	15	95	-8	102	1	3	0	101
47	O=C(Nn1c(C2CCC2)nc2ccccc2c1=O)c1cccs1	0	-4	-1	8	107	4	105	-2	-8	0	103
48	O=C(O)Cc1c(C(=O)O)nnn1-c1ccc(Cl)cc1Cl	4	-3	-1	13	96	7	?	-3	0	-2	97
49	CCN(c1cccc(C)c1)c1ncnc2nc[nH]c12	-1	-7	-4	15	100	-22	104	-7	-1	-4	102
50	c1coc(CSCc2cn3cccnc3n2)c1	0	-20	-7	32	99	-27	102	-8	-45	-6	97
51	CCSc1nc(O)c(C2OC(=O)c3c2ccc(OC)c3OC)c(=O)n1CC (stereo not drawn)	5	-4	-4	8	103	9	105	-11	-1	-4	102
52	C/C(=N\NC(=O)CSCc1ccc([N+](=O)[O-])cc1)c1cccc(Br)c1	-3	-5	-3	19	104	11	102	-3	-2	-4	101
53	COC(=O)c1c(NC(=O)CSc2nc3ccccc3c(=O)n2Cc2ccco2)sc(C)c1C	-11	-5	-4	19	100	-1	99	-7	-8	-11	99
54	Cc1ccccc1OCC(=O)NCCN1CCCC1	0	-1	0	24	95	-20	94	-2	-1	-3	96
55	O=C1CC(c2ccccc2)CC(O)=C1C=Nc1ccccc1O (stereo not drawn)	0	-3	-2	15	104	-47	99	-6	0	0	101
56	CC1CN(C(=O)COc2ncnc3ccccc23)CC(C)O1 (stereo not drawn)	-5	-4	-5	24	99	-22	100	-3	-5	-3	99

From compound 43 as far as 55, as listed above:
#	smiles	Bim-Bcl-W	Bcl-B Bim block	Bim-Bcl-2	GSH fluor	RGS8-Gao	Mcl1 Bid PPI	RGS7-Gao	Bfl-1 Bim block	Bim-Mcl-1	Bim-Bcl-XL	RGS4-Gao reg
43	O=C(CSc1nn(-c2ccc(F)cc2)c(=S)s1)NC(=O)NCc1ccco1	-3	-2	-1	19	76	-19	88	1	-1	-2	74
44	COc1ccc(/C(O)=C2/C(=O)C(=O)N(c3ncccn3)C2c2ccc(C(C)(C)C)cc2)cc1 (stereo not drawn)	-1	-1	-3	13	101	-17	98	-2	2	0	99
45	CCc1ccc(CNn2cnnc2SCC(=O)NC(C)(C)C)cc1	4	2	4	24	99	-6	102	4	2	0	102
46	CCS(=O)(=O)N1CCCC(C(=O)NC2CCCCC2C)C1 (stereo not drawn)	3	1	0	15	95	-8	102	1	3	0	101
47	O=C(Nn1c(C2CCC2)nc2ccccc2c1=O)c1cccs1	0	-4	-1	8	107	4	105	-2	-8	0	103
48	O=C(O)Cc1c(C(=O)O)nnn1-c1ccc(Cl)cc1Cl	4	-3	-1	13	96	7	?	-3	0	-2	97
49	CCN(c1cccc(C)c1)c1ncnc2nc[nH]c12	-1	-7	-4	15	100	-22	104	-7	-1	-4	102
50	c1coc(CSCc2cn3cccnc3n2)c1	0	-20	-7	32	99	-27	102	-8	-45	-6	97
51	CCSc1nc(O)c(C2OC(=O)c3c2ccc(OC)c3OC)c(=O)n1CC (stereo not drawn)	5	-4	-4	8	103	9	105	-11	-1	-4	102
52	C/C(=N\NC(=O)CSCc1ccc([N+](=O)[O-])cc1)c1cccc(Br)c1	-3	-5	-3	19	104	11	102	-3	-2	-4	101
53	COC(=O)c1c(NC(=O)CSc2nc3ccccc3c(=O)n2Cc2ccco2)sc(C)c1C	-11	-5	-4	19	100	-1	99	-7	-8	-11	99
54	Cc1ccccc1OCC(=O)NCCN1CCCC1	0	-1	0	24	95	-20	94	-2	-1	-3	96
55	O=C1CC(c2ccccc2)CC(O)=C1C=Nc1ccccc1O (stereo not drawn)	0	-3	-2	15	104	-47	99	-6	0	0	101
